Screening results: PubChem, National Center for Advancing Translational Sciences (NCATS)
ERG-DNA inh = blocks human ERG Ets domain binding to DNA; P11308; fluorescence polarization, His-ERG Ets domain / labelled DNA; Potency, µM (titrated, usually from 76.9 µM), without a hit: at the highest dose FP activity, negative = inhibition, usual class: inhibitors; 370,000 tested, 0.028% active; active means well fitted inhibition curve with a large enough effect in the polarisation, with a control signal flat; inconclusive means small, poorly fitted or top-dose-only effect, or effect the other way, or a change in a side signal; inactive means no such curve, though single readings can be large or run the other way; the % refers to the polarisation;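 further: polarization taken with two DNA probes labelled with fluorescein and Texas red; potency means the concentration at half of the fitted maximal effect; % of control where 0% means no effect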
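His-tagged ERG Ets domain (1 uM in the protein solution; 300mM KCl, 50mM Tris-HCl, 1mM EDTA, 1mM DTT, pH 7.5) received compound, then a probe mix of 5 nM fluorescein-DNA and 100nM Texas-615-DNA. Fluorescence polarization was read for both dyes.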
HP1b chromo inh = HP1-beta chromodomain-methylated histone interaction inhibition. P83916. AlphaScreen HP1-beta / biotin-H3K9me3 peptide binding. Potency, µM (series often up to 114 µM), without a hit: top-dose activity change, negative = inhibition, actives largely listed as inhibitors. 390,000 tested, 0.56% active. AID 540317; further: potency means the concentration at half of the fitted maximal effect; nearly all actives have a fitted effect of over 70% in size; inactives centre near 23
Target sequence (P83916 whole entry, looked up): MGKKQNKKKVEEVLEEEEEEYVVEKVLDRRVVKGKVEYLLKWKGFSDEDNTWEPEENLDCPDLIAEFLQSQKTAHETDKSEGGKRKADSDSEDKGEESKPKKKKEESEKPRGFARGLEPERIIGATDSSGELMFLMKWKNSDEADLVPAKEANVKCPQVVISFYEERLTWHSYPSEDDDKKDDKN
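AlphaScreen: HP1-beta (50 nM) preformed 30 min with biotin-H3(1-18)K9me3 peptide (50 nM) in PBS pH 7.4, 0.01% Tween-20. Compound added for 30 min at RT, then streptavidin donor/nickel chelate acceptor beads (10 ug/mL) for 30 min.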
GLS inh = blocks human kidney-isoform glutaminase activity; O94925; Potency, µM (series often up to 45.5 µM), without a hit: at the highest dose activity change, negative = inhibition, usual class: inhibitors; 410,000 tested, 0.21% active; GLS enzymatic activity, qHTS titration; further: potency means the concentration at half of the fitted maximal effect; on the % scale 0 is the no-effect control and ±100 the full control effect
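hKGA; 45 mM KH2PO4 pH 8.2 + 0.02% Tween-20; cpd via pin tool; 1 mM Gln soln; GluOx/HRP/Amplex Red; RT 30 min; fluor. t0 & final.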
G9a inh = blocks human histone lysine methyltransferase G9a; Q96KQ7; G9a H3K9 monomethylation, AlphaScreen, 2 h; 350,000 tested, 8.8% active; Potency, µM (series often up to 102 µM), for the others: at the top dose activity, negative = inhibition, usual class: inhibitors; AID 504332; further: potency means the concentration at half of the fitted maximal effect; on the % scale 0 is the no-effect control and ±100 the full control effect; nearly all actives have a fitted effect of over 75% in size
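Using a bead-based AlphaScreen, monomethylated H3K9 product from 2 h room-temperature reactions (G9a 20 nM, peptide 500 nM, SAM 20 uM) was detected with 0.5 ug/mL rabbit anti-H3K9me1 antibody.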
ALOX12 inh = inhibitors of human 12S-lipoxygenase ALOX12; 580,000 tested, 1.1% active; P18054; Potency, µM (top dose mostly 108 µM), without a hit: at the top dose activity change, negative = inhibition, actives largely listed as inhibitors; purified 12hLO, xylenol orange hydroperoxide absorbance; AID 1671190; further: potency means the concentration at half of the fitted maximal effect; on the % scale 0 is the no-effect control and ±100 the full control effect
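Hydroperoxide product was detected by ferrous iron/xylenol orange as the 573 to 405 nm absorbance ratio. Arachidonic acid at 40 uM (final) was turned over for 30 min at room temperature by 150 nM human 12hLO, pH 7.0 Hepes buffer, after 15 min compound preincubation.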
PI4K2A inh = blocks human PI4K2A kinase activity. Q9BTU6. purified PI4K2A, ADP-Glo luminescence, 1 h; stronger effect = lower value. activity change, negative = inhibition, % at 76.9 µM. 420,000 tested, 0.13% active; in the data active means activity change below about -50%; inconclusive means mostly about -30% to -49%;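 further: -100% = wells without enzyme as full effect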
Target sequence (Q9BTU6 whole entry, looked up): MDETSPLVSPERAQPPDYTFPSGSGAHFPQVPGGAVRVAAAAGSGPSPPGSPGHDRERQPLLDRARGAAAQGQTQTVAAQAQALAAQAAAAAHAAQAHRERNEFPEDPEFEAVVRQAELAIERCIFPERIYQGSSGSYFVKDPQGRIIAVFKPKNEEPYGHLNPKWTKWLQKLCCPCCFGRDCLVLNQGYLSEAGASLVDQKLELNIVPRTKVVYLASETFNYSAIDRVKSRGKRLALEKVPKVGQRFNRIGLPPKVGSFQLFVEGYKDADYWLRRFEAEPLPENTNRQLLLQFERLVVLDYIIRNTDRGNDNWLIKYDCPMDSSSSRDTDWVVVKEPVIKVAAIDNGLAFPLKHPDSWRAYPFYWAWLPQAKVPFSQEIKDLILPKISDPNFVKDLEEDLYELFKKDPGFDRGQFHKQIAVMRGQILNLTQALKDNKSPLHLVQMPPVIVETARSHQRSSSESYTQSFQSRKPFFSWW
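In this quantitative HTS, ADP production by PI4K2A was quantified luminescently after 1 h at ambient temperature; 100 microM adenosine served as plate-quality control.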
RGS4 inhibitor = inhibitors of human regulator of G protein signaling 4; P49798; Potency, µM (highest dose often 114 µM), for inactives: at the top dose activity change, negative = inhibition, hits mostly inhibitors; 390,000 tested, 0.039% active; Transcreener GDP fluorescence polarization, RGS4-accelerated GTP hydrolysis; AID 504845; further: potency means the concentration at half of the fitted maximal effect; on the % scale 0 is the no-effect control and ±100 the full control effect; nearly all actives have a fitted effect of over 75% in size; some results filed as inactive show a strong effect at the top dose
Target sequence (P49798 whole entry, looked up): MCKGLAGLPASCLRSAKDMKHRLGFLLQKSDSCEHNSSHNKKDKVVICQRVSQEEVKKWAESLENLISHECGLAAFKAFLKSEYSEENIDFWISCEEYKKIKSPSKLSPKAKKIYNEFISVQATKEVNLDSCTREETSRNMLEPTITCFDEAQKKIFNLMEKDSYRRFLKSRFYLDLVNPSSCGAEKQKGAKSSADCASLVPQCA
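MLSMR compounds (23 nl, pin-transferred) preincubated 10 min at room temperature with a 500nM (2x) first reagent, then RGS4 at 900nM (2x) plus Transcreener GDP mix added; fluorescence polarization (620/688 nm) read before and after 90 min at 30 °C.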
JMJD2A Tudor inh = inhibitors of human JMJD2A Tudor domain | O75164 | AlphaScreen JMJD2A-Tudor / H3K4me3 peptide binding | Potency, µM (series often up to 114 µM), for the others: at the top dose activity change, negative = inhibition, actives largely listed as inhibitors | 390,000 tested, 4.4% active | AID 504339; further: potency means the concentration at half of the fitted maximal effect; on the % scale 0 is the no-effect control and ±100 the full control effect; nearly all actives have a fitted effect of over 50% in size
BAZ2B inh = blocks human BAZ2B; 360,000 tested, 4.4% active; Q9UIF8; Potency, µM (doses to about 114 µM), for inactives: top-dose activity change, negative = inhibition, hits mostly inhibitors; AID 504333; AlphaScreen BAZ2B-H3K14Ac peptide displacement; further: potency means the concentration at half of the fitted maximal effect; on the % scale 0 is the no-effect control and ±100 the full control effect; nearly all actives have a fitted effect of over 60% in size
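Inhibition is scored as reduced AlphaScreen emission. The BAZ2B/b-H3(5-23)K14Ac complex (50 nM each) in PBS pH 7.4, 0.01% Tween-20 meets compound (up to 110 uM) for 30 min at RT before bead addition.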
Numbers without * were called inactive; ? = inconclusive; nt = not tested or not shown; [ ] = another dose, or the depositor's remark. Unless noted, the call rests on the fitted dose curve; in most records, active means well fitted curve in the direction sought with a large enough effect; inconclusive means small, poorly fitted or top-dose-only effect, or another doubt; inactive means no such curve, though single readings can be large; an effect the other way counts as inactive or inconclusive. An excerpt. The share of hits here may be higher or lower than overall.

1. COc1ccc(CNC(=O)COc2ccc(S(=O)(=O)NC(C)C)cc2)cc1
2. CCc1ccc(CNC(=O)c2ccc(NC(=O)N3CCCCc4ccccc43)cc2)cc1
3. CCC(C(=O)NCc1ccco1)N(C(=O)CNS(=O)(=O)c1ccccc1)C1CCCCC1 (stereo not drawn)
4. CCCCN=Cc1c(C)[nH]n(-c2ccccc2)c1=S
5. CCc1nc(CN(C)C(=O)C2CCC(=O)N(CCc3cccc(F)c3)C2)no1 (stereo not drawn)
6. O=C(OCc1nc2ccccc2s1)c1ccc([N+](=O)[O-])o1
7. CSc1ccc(CCNC(=O)c2ccc(CS(=O)Cc3ccccc3Cl)o2)cc1 (stereo not drawn)
8. CCN(CC(=O)Nc1ccccc1C(F)(F)F)C(=O)CSCc1c(C)noc1C

screen / no.,1,2,3,4,5,6,7,8
ERG-DNA inh,nt,6%,nt,-1%,-14%,8%,1%,7%
HP1b chromo inh,29%,-13%,27%,?,12%,25%,33%,14%
GLS inh,0%,-2%,-2%,10%,-1%,-9%,-8%,4%
G9a inh,3%[12.7 µM],7%[59 µM],-5%[12.7 µM],4.5µM*,7%,3%,9%,9%[0.501 µM]
ALOX12 inh,4%,-10%,-22%,22µM*,9%,nt,0%,-6%
PI4K2A inh,2,-1,-1,-2,8,-2,7,-4
RGS4 inhibitor,-16%,1%,-16%,-24%,1%,33%,-13%,-1%
JMJD2A Tudor inh,-6%,-24%,-19%,?,-10%,-1%,-21%,-10%
BAZ2B inh,-1%,-3%,-18%,?,-10%,-10%,-22%,7%

9. Cc1ccc(NC(=O)CSCC(=O)N2CCN(C(=O)c3ccco3)CC2)cc1
10. CCn1c(CNC(=O)c2ccc(OC)cc2)nnc1SC
11. COc1ccc2c(c1)c([C@@H]1[C@H](C)[C@H]3CCCC[C@H]3CN1S(=O)(=O)c1ccc(C)cc1)cn2C
12. COc1ccc(OCC(=O)N/N=C(\C)c2cccs2)cc1
13. Cc1ccc(NC(=O)Cn2c(-c3nonc3N)nc3ccccc32)cc1C
14. Cn1c(=O)[nH]c(=O)c2c1ncn2CCN1CCCCC1
15. COc1cc(/C=N/NC(=S)NCC2CCCO2)cc(OC)c1OC (stereo not drawn)
16. CN(C)c1nc2c(N)ncnc2n1C1OC(CO)C(O)C1O (stereo not drawn)

screen / no.,9,10,11,12,13,14,15,16
ERG-DNA inh,2%,2%,9%,0%,-3%,-8%,0%,-2%
HP1b chromo inh,27%,42%[activator],36%,14%,28%,48%[activator],7%,25%
GLS inh,10%,0%,-2%,-1%,-2%,-5%,4%,10%
G9a inh,6%[59 µM],19%,nt,21%,-3%[59 µM],-28%,3%[59 µM],nt
ALOX12 inh,?,4%[57.4 µM],8%,20%,0%,142%[activator],356%[activator],-19%
PI4K2A inh,-4,-7,-4,0,0,-3,0,-13
RGS4 inhibitor,-2%,0%,-2%,24%,15%,-26%,3%,12%
JMJD2A Tudor inh,-12%,-3%,-21%,-10%,-4%,1%,-11%,-5%
BAZ2B inh,-5%,0%,nt,-1%,0%,-11%,-18%,nt

An excerpt from above in order of their number in ERG-DNA inh, falling.
11. COc1ccc2c(c1)c([C@@H]1[C@H](C)[C@H]3CCCC[C@H]3CN1S(=O)(=O)c1ccc(C)cc1)cn2C
10. CCn1c(CNC(=O)c2ccc(OC)cc2)nnc1SC
12. COc1ccc(OCC(=O)N/N=C(\C)c2cccs2)cc1

screen / no.,11,10,12
ERG-DNA inh,9%,2%,0%
HP1b chromo inh,36%,42%[activator],14%
GLS inh,-2%,0%,-1%
G9a inh,nt,19%,21%
ALOX12 inh,8%,4%[57.4 µM],20%
PI4K2A inh,-4,-7,0
RGS4 inhibitor,-2%,0%,24%
JMJD2A Tudor inh,-21%,-3%,-10%
BAZ2B inh,nt,0%,-1%

(more compounds)
17. Brc1ccc(C2C3=C(Nc4ncnn42)c2ccccc2OC3c2ccncc2)cc1 (stereo not drawn)
18. C[C@]12C(=O)N(c3ccc(F)cc3)C(=O)N1[C@@H]1c3ccccc3OC[C@@H]1[C@H]2c1ccccc1
19. CN(Cc1ccccc1)C(=O)c1ccc2c(c1)N(Cc1ccc(Cl)cc1)C(=O)c1ccccc1S2=O (stereo not drawn)
20. Cc1ccccc1NC(=O)CSc1nc2ccc(NC(=O)c3ccccc3)cc2s1
21. O=C(NC1CCCC1)c1ccc(Cn2c(=O)[nH]c3ccsc3c2=O)cc1
22. CCCCN1C(=O)C(=O)N(CC(=O)Nc2cccc(C(C)=O)c2)C1=O
23. Cc1ccc(S(=O)(=O)c2cc3c(=O)n4cccc(C)c4nc3n(C3CCCCC3)c2=N)cc1
24. CCOc1ccccc1-n1cc2c(c1-c1ccc(OC)cc1)c(=O)n(C)c(=O)n2C

screen / no.,17,18,19,20,21,22,23,24
ERG-DNA inh,-2%,12%,-2%,0%,-5%,3%,-4%,17%
HP1b chromo inh,-8%,21%,20%,56%[activator],26%,30%,0%,7%
GLS inh,17%,2%,4%,2%,-9%,17%,-15%,0%
G9a inh,?,-3%,-49%[59 µM],2%[59 µM],-17%[59 µM],?,-5%,?
ALOX12 inh,-29%,5%,?,-21%,7%,1%,nt,-11%
PI4K2A inh,7,-5,-1,4,-1,-1,-5,-6
RGS4 inhibitor,41%,-10%,12%,5%,22%[11.4 µM],-12%,25%,6%
JMJD2A Tudor inh,?,-24%,-8%,6%,-3%[11.4 µM],-8%,-15%,-30%
BAZ2B inh,?,-8%,-22%,-27%,1%,10%,-9%,-24%

25. CCOC(=O)c1oc2nc(C(C)C)c3c(c2c1N)CC(C)(C)OC3
26. CSc1ccccc1NC(=O)c1onc(C)c1Cl
27. CCCC(=O)c1ccc(N2CCOCC2)c(F)c1
28. O=S(=O)(Nc1cccc2cn[nH]c12)c1ccc(F)cc1
29. Nc1nc(NC(=O)CCC(=O)O)nn1-c1ccccc1
30. CCOC(=O)N1CCN(C(=O)CNC(=O)c2nn(-c3ccc(OC)c(OC)c3)c(=O)c3ccccc23)CC1
31. CCSc1ncc(Cl)c(C(=O)Nc2ccc(S(=O)(=O)N3CCC(C)CC3)cc2)n1
32. CCc1ccc2nc(SCC(=O)N3CCCCC3)c(C#N)cc2c1

screen / no.,25,26,27,28,29,30,31,32
ERG-DNA inh,1%,4%,-5%,0%,5%,7%,-9%,-7%
HP1b chromo inh,26%,52%[activator],11%,15%,19%,28%,27%,72%[activator]
GLS inh,21%,-5%,4%,19%,-6%,5%,-14%,11%
G9a inh,-26%,2%,-3%,-30%[12.7 µM],nt,-7%,-35%[59 µM],nt
ALOX12 inh,-10%,13%[57.4 µM],0%,0%,-1%,4%,-29%,27%
PI4K2A inh,2,2,-2,3,-5,4,7,-3
RGS4 inhibitor,-35%,17%,-18%,4%,-19%,-4%,-7%,-42%
JMJD2A Tudor inh,-7%,-3%,6%,3%,22µM*,1%,-19%,-5%
BAZ2B inh,2%,14%,9%,11%,50µM*,-3%,-17%,nt

33. COc1ccc(NC(=O)CN2C(=O)COc3ccc(S(=O)(=O)Nc4ccccc4)cc32)cc1
34. O=C(OCC(=O)N1CCCc2ccccc21)c1ccc(S(=O)(=O)C(F)F)cc1
35. CC1(C)Cc2c(C#N)c(OCC(=O)c3ccccc3)nc(-c3ccoc3)c2CO1
36. COc1ccc(CCC(=O)N2CC(C)OC(C)C2)cc1 (stereo not drawn)
37. O=S(=O)(Nc1ccccc1)c1ccc(S(=O)(=O)N2CCCC2)cc1
38. Cc1c(Cl)cccc1NC(=S)N1CCC(N(C)CC2CCCO2)CC1 (stereo not drawn)
39. CC(C)CNc1cc(NC2CCCCC2)c2c3c(onc13)-c1ccccc1C2=O
40. CC(C)(C)c1nc(SCC(=O)c2ccccc2)c2ccccc2n1
41. CCOc1ccc(N(CC(=O)NCc2ccco2)S(C)(=O)=O)cc1
42. O=C(NCC1CCCO1)Nc1ccc(Cl)cc1 (stereo not drawn)
43. COc1ccc(-c2nnn(CC(=O)NCc3ccc4c(c3)OCO4)n2)cc1OC

screen / no.,33,34,35,36,37,38,39,40,41,42,43
ERG-DNA inh,2%,-2%,-20%,-10%,3%,2%,0%,6%,-3%,9%,-2%
HP1b chromo inh,24%,10%,?,24%,43%[activator],31%,?,69%[activator],28%,42%[activator],33%
GLS inh,1%,4%,-1%,-7%,0%,16%,8%,0%,-7%,-1%,-5%
G9a inh,-9%[59 µM],50µM*,?,6%[59 µM],?,34%[59 µM],10µM*,124%[activator],11%[59 µM],5%[59 µM],17%
ALOX12 inh,-3%,-7%,-3%,9%,?,0%,3%,?,0%,-21%,-12%
PI4K2A inh,-1,4,2,8,1,1,-12,-3,-19,2,-2
RGS4 inhibitor,32%,1%,-28%,-22%,-5%,13%,?,8%,4%,9%,-9%
JMJD2A Tudor inh,-17%,-21%,-20%[57.1 µM],4%,2%,-1%,28µM*,79%[activator],-19%,-4%,-4%
BAZ2B inh,-22%,8%,3%,2%,7%,-18%,25µM*,56%[activator],?,13%,nt
